Yfh1-off respiration – enhancers of respiration in Yfh1-depleted yeast, dose response, Friedreich's ataxia, plus single-dose screen (AID 1465). fold induction at 50 µM, or EC50 in µM where a hit was titrated. S. cerevisiae Yfh1-off respiration, WST-1 reduction, 72 h; higher fold induction means a stronger effect. 220,000 compounds, 0.074% hits;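 active = fold induction of absorbance versus untreated yeast above a set limit, then at least 30% activation at any dose in follow-up; inconclusive = repeats straddling the limit, or above it without dose testing; inactive = fold induction below the set limit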;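 note: activators that raise dye reduction in frataxin-depleted yeast; strong numbers were not always called active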
HIV fusion peptide – cell-free HIV fusion peptide-binding blockers – biochemical, uHTS, fluorescence dequenching, primary screen (AID 1986). cell-free peptide binding, fluorescence dequenching, 30 min; higher % means a stronger effect. inhibition, % at 20 µM, or IC50 in µM where a hit was titrated. 290,000 compounds, 0.3% hits; in the data active = inhibition mostly above about 52%, no sharp cut-off; inactive = mostly below about 76%; note: some results filed as inactive read as strong as hits
MT stabilize HCS – microtubule stabilizers in HeLa cells. HeLa tubulin immunostaining HCS, 24 h; share of cells brighter than vehicle mean+2SD. % tubulin-high responders, % at 10 µM. 200,000 compounds, 0.83% hits;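 active = plate Z-score above 3 for both tubulin-high and condensed-nucleus cell shares, with cell loss under 80%, at 10 µM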;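 note: anti alpha tubulin signal scored within the nucleus-defined area of each cell; some results filed as inactive read as strong as hits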
b-catenin transl – modulators of beta-catenin nuclear translocation. HeLa beta-catenin nuclear translocation, immunofluorescence imaging. nuclear translocation activity, % at 5 µM. 190,000 compounds, 0.3% hits. AID 1665;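 active = nuclear translocation activity above 50% at 5 µM, with a well cell count of 50 or more; inconclusive = wells under 50 cells across six images, flagged as toxic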;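 note: per-cell ratio of nuclear to cytoplasmic median beta-catenin stain intensity; plate controls were DMSO negative control for no effect and GSK-3 inhibitor IX positive control for full effect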
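assay system = human HeLa cells, endogenous beta-catenin | times = compound treatment 24 h, 37°C, 5% CO2 | detection = Anti-beta-catenin immunofluorescence on PFA-fixed, Triton-permeabilized cells, DAPI nuclei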
WT yeast gro inh – growth inhibition of WT yeast, mitochondrial fusion screen. inhibition, % at 10 µM. mitochondrial fusion phenotypic screen, WT strain. AID 1362. 190,000 compounds, 2.1% hits; in the data active = inhibition above about 58%; tested in S. cerevisiae
AID2073 – inhibitors of Mint1-CaV2.2 protein interaction, biochemical, HTRF (AID 2073); HTRF protein-protein interaction, Mint1-CaV2.2; higher % means a stronger effect; inhibition, % at 20 µM, or IC50 in µM where a hit was titrated; 290,000 compounds, 0.19% hits; in the data active = inhibition mostly above about 51%, no sharp cut-off; inconclusive = no clear call, values can overlap the other calls; inactive = mostly below about 53%; note: some results filed as inactive read as strong as hits
Dynein cargo inh – blocks dynein driven cargo transport along microtubules; 3617.4 mouse cells, GR-EGFP nuclear translocation imaging; test concentration mostly 20 µM; stimulated with dexamethasone, 1 µM; stronger effect = lower value; z-score, hits read low; 220,000 compounds, 0.47% hits; AID 1381;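 active = plate z-score of nuclear minus cytoplasmic receptor signal below a set negative limit, without overly bright fluorescence or cell loss, cut at about -3.5 in these data, passing the limit was not always enough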;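 note: z-score of nuclear minus cytoplasmic ring GR-EGFP intensity difference per well; some compounds called inactive have numbers as strong as hits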
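Buffer or medium: tet-free medium with charcoal-stripped serum / Also added: dexamethasone agonist, 1.0 µM final, for 30 min / Timing: induction 48 h, compound 1 h, agonist 30 min / Measured by: high-content fluorescence imaging after fixation / Read-out: nuclear-to-cytoplasmic GR-EGFP distribution per well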
Autophagy HCS – modulators of autophagy | calls only at 10 µM (by protocol) | MEF GFP-LC3 puncta imaging; test concentration mostly 10 µM | 190,000 compounds, 0.98% hits | AID 463193;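 active = percentage of spot-positive cells more than 3 SD above its plate mean, without a fluorescence outlier flag or 80% toxicity; inconclusive = no clear call, values can overlap the other calls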;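 note: spot-positive cell cutoff set from DMSO-treated cells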
Ins promoter up – MIN6 insulin promoter up-regulation | MIN6 insulin promoter-GFP reporter, high-content imaging; stronger effect = higher value | z-score at 5 µM | 190,000 compounds, 0.3% hits;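 active = z-score above 3 at 5 µM with at least 500 cells counted in the well; inconclusive = wells under 500 cells, flagged as cytotoxic or low count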
WT yeast gro inh mutant strain – recorded beside WT yeast gro inh, whose call it bears; inhibition, %; mitochondrial fusion phenotypic screen, mutant strain inhibition
Dynein cargo inh cytoplasmic EGFP – also measured in Dynein cargo inh; calls as there; z-score; measured here: cytoplasmic GR-EGFP intensity; stronger effect = higher value
Dynein cargo inh nuclear GR-EGFP – second read-out of Dynein cargo inh, no call of its own (marks repeat the call); z-score; measured here: nuclear GR-EGFP intensity;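 lower value marks the stronger effect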
Dynein cargo inh cell count – recorded beside Dynein cargo inh, whose call it bears; z-score; measured here: cell count per field
Ins promoter up cell count – also measured in Ins promoter up; calls as there; cell count; measured here: cytotoxicity, nuclei count;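 total cells summed across four imaged fields per well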
b-catenin transl cell count 5 µM – further read-out of b-catenin transl, marked with its call; cell count; measured here: cell count, cytotoxicity flag
MT stabilize HCS Hoechst-high % – second read-out of MT stabilize HCS, no call of its own (marks repeat the call); % Hoechst-high responders; measured here: nuclear condensation Hoechst responders;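 share of cells brighter than vehicle mean plus two SD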
MT stabilize HCS cytotoxicity % – second read-out of MT stabilize HCS, no call of its own (marks repeat the call); toxicity, %; measured here: cytotoxicity by cell density;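 0% = mean cell density of plate MIN control wells and 100% = no cells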
Autophagy HCS cell loss 18 h – also measured in Autophagy HCS; calls as there; toxicity, %; measured here: cell loss, nuclei count;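 cell loss after 18 h compound exposure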
An asterisk follows results filed as active; i = inactive; ? = inconclusive; . = not tested or not shown; + = active, no number.

The first 2 compounds, ahead of the listing:
SMILES	Yfh1-off respiration	HIV fusion peptide	MT stabilize HCS	MT stabilize HCS Hoechst-high %	MT stabilize HCS cytotoxicity %	b-catenin transl	b-catenin transl cell count 5 µM	WT yeast gro inh	WT yeast gro inh mutant strain	AID2073	Dynein cargo inh	Dynein cargo inh cytoplasmic EGFP	Dynein cargo inh nuclear GR-EGFP	Dynein cargo inh cell count	Autophagy HCS	Autophagy HCS cell loss 18 h	Ins promoter up	Ins promoter up cell count
O=C(NC(=O)c1ccccc1Cl)Nc1ccc(-c2cnco2)cc1	i	1.2%	.	.	.	-0.7	1255	.	.	30.5%	-0.247	-0.235	-0.0402	0.551	.	.	-0.41	1012
CC(=O)OC(C(=O)n1nc(C)cc1C)c1ccccc1 (stereo not drawn)	i	0.7%	3.3	1.6	8.8	-1.5	1126	15.1	21.1	-4.5%	2.07	-0.201	1.46	-1.74	i	-1.4	0.65	1277

The whole of this part, repeating the preview:
SMILES	Yfh1-off respiration	HIV fusion peptide	MT stabilize HCS	MT stabilize HCS Hoechst-high %	MT stabilize HCS cytotoxicity %	b-catenin transl	b-catenin transl cell count 5 µM	WT yeast gro inh	WT yeast gro inh mutant strain	AID2073	Dynein cargo inh	Dynein cargo inh cytoplasmic EGFP	Dynein cargo inh nuclear GR-EGFP	Dynein cargo inh cell count	Autophagy HCS	Autophagy HCS cell loss 18 h	Ins promoter up	Ins promoter up cell count
O=C(NC(=O)c1ccccc1Cl)Nc1ccc(-c2cnco2)cc1	i	1.2%	.	.	.	-0.7	1255	.	.	30.5%	-0.247	-0.235	-0.0402	0.551	.	.	-0.41	1012
CC(=O)OC(C(=O)n1nc(C)cc1C)c1ccccc1 (stereo not drawn)	i	0.7%	3.3	1.6	8.8	-1.5	1126	15.1	21.1	-4.5%	2.07	-0.201	1.46	-1.74	i	-1.4	0.65	1277
CC(C)S(=O)(=O)C1=NSC2=NC(=O)/C(=C\c3ccc(-c4ccccc4)o3)C(=N)N21	i	8.73µM*	2.1	1.6	7.8	0.5	540	17.1	15.2	7.9%	0.00962	-0.224	0.0885	-0.586	i	-13.8	-0.23	1377
CCc1cc(C(=O)Cc2nc3ccccc3[nH]2)c(O)cc1O	i	-1.2%	2.3	1.8	5.5	-5.7	1070	14.8	19.8	35.4%	0.047	-0.153	-0.0292	-0.615	i	6.8	-0.36	1172
COc1cccc(-c2nnn(C/C(N)=N/O)n2)c1	.	-1.8%	2.5	3.2	6.2	.	.	5.1	0.4	-1.2%	0.655	-0.11	0.145	-0.585	i	-4.0	0.13	1128
CCOC(=O)c1c(N)n(CCOC(=O)c2cccs2)c2nc3ccccc3nc12	.	-0.9%	3.2	1.5	7.2	-0.3	1177	-1.4	-20.2	18.1%	0.477	0.0511	1.1	-1.72	i	-3.0	0.64	1140
CC(OC(=O)Cn1c(C(F)(F)F)nc2ccccc21)C(=O)N1CCCc2ccccc21 (stereo not drawn)	i	1.5%	1.2	1.4	7.6	-0.8	1182	22.4	27.2	-0.9%	0.0252	-0.185	0.0822	0.391	i	-2.1	.	.
COc1ccc(Nc2ccc3c(c2)=NC2(CCCCC2)[N+]=3[O-])cc1	i	4.6%	24.2	5.9	48.4	5.4	1126	30.1	34.2	-8.4%	-2.89	0.469	-1.43	0.931	+	27.9*	-2.43	594
O=C1c2ccccc2S(=O)(=O)N1Cc1cccc(S(=O)(=O)N2CCOCC2)c1	i	-1.3%	2.6	2.0	11.4	-7.4	1017	-34.7	-32.5	-4.7%	-0.702	-0.169	-0.179	0.65	i	-5.9	-0.56	1189
OCc1ccccc1OCCOc1ccc(Cl)c2cccnc12	i	2.4%	2.1	3.0	16.8	-1.1	1107	3.3	-11.6	39.6%	-0.786	-0.216	0.229	-0.235	i	4.8	-0.29	1189
N#CC1=C2SCN(Cc3ccco3)CN2C(=O)CC1c1ccccc1F (stereo not drawn)	i	22.0%	1.1	0.9	3.6	0.3	1145	5.4	9.6	84.1%	-0.713	-0.287	-0.076	0.275	i	-6.2	0.18	797
O=C(NC(Cc1c[nH]c2ccccc12)C(=O)Nc1ccc(OC(F)(F)F)cc1)c1cccs1 (stereo not drawn)	i	2.5%	1.9	2.4	13.2	-1.3	971	88.3*	12.8*	6.9%	0.132	-0.207	0.223	-0.109	i	8.6	0.01	1221
COc1ccccc1NC(=O)C1=C(C)NC(=O)NC1c1cc(C)cs1 (stereo not drawn)	i	-1.7%	3.2	1.4	4.3	1.8	932	-0.1	-17.1	3.1%	0.0746	-0.103	1.18	-1.27	i	1.9	.	.
Cc1ccc(-c2nn(-c3ccccc3)cc2C(=O)OCC(=O)Nc2ncc(Cl)cc2Cl)cc1	i	6.4%	2.4	3.3	4.7	0.5	990	2.9	-10.6	28.5%	-0.837	-0.128	-0.552	1.09	i	-2.2	.	.
Cc1ccc2nc(-c3ccncc3)c(Nc3ccccc3)n2c1	i	-3.7%	2.7	3.4	7.1	-2.7	1003	0.3	-0.7	14.3%	-0.572	-0.34	-0.534	0.721	i	-1.6	0.29	1267
CCCS(=O)(=O)N1CCN(Cc2c[nH]c3ccccc23)CC1	i	-1.6%	4.0	1.8	8.8	0.3	1493	-6.3	18.7	-9.8%	2.03	0.464	0.843	-2.27	i	-8.3	0.06	1474
COc1cccc(C2C(C(=O)/C=C/c3ccco3)=C(O)C(=O)N2CCN2CCOCC2)c1 (stereo not drawn)	i	34.3%	3.3	1.4	7.3	-0.1	1046	-5.6	0.7	?	-0.0276	-0.227	0.11	-0.155	i	4.2	.	.
COC(=O)c1cnc(SCc2ccc([N+](=O)[O-])cc2)n1C	i	-0.6%	.	.	.	-1.7	1116	.	.	-1.7%	0.278	-0.0954	0.139	-0.401	.	.	0.05	1461
CN(C)c1ncc(C(=O)O)cn1	i	0.1%	3.9	2.4	6.2	1.7	777	-20.0	5.4	1.1%	-0.499	-0.175	0.0675	0.313	i	-8.0	0.42	1114
Cc1ccnc(NC(=O)CS(=O)(=O)Cc2ccccc2)c1	i	3.9%	3.4	2.2	4.2	-6.9	1155	-23.6	-9.9	17.0%	-0.373	-0.182	0.0658	0.398	i	5.5	0.04	979
COc1ccc(CCNC(=O)c2ccc(CN3CCOCC3)cc2)cc1	i	0.0%	2.3	1.1	7.2	.	.	15.4	24.6	-2.3%	-0.489	0.00202	-0.282	0.824	i	8.8	0.07	869
COC(=O)Cn1c(=NC(=O)CSCC(=O)Nc2cc(C)on2)sc2ccccc21	i	-1.9%	.	.	.	0.0	1171	5.3	-0.7	8.5%	-0.883	-0.766	-0.203	0.0256	.	.	0.23	1047
Cc1ccc(C(=O)NC(=S)Nc2ccc(N3CCOCC3)cc2)cc1	i	-1.3%	3.7	0.9	6.9	2.1	984	-2.5	-21.5	-22.5%	0.159	-0.372	0.0824	0.476	i	18.3	-0.06	1436
CCC(C)(C(=O)NC1CCCCC1)N(C)C(=O)c1ccc2c(c1)OCO2 (stereo not drawn)	i	2.3%	2.4	0.9	1.8	.	.	4.2	12.9	-2.1%	0.907	-0.308	0.639	-0.473	i	21.7	-0.1	811
Cn1c(N)c(N2CCCCC2)c(=O)n(CC(=O)Nc2ccc(Cl)c(Cl)c2)c1=O	i	-2.8%	2.1	2.0	12.6	0.7	1161	-1.9	-7.4	7.1%	0.0957	0.215	0.424	0.258	i	5.6	-1.34	857
CC(=O)CC(=O)Nc1ccc(Nc2ccccc2)cc1	i	-0.4%	2.8	2.4	1.2	-3.4	545	-24.4	-29.2	2.2%	-0.443	-0.127	-0.472	0.643	i	-5.7	0.43	1111
N/C(=N\OC(=O)CCC1CCCCC1)c1cccc([N+](=O)[O-])c1	i	0.9%	1.7	1.1	4.9	1.4	1331	41.4	-4.5	-1.7%	-0.244	-0.213	-0.237	0.245	i	0.1	0	1623
COc1ccc(/C=N/n2c(-c3n[nH]c4c3CCC4)n[nH]c2=S)c(OC)c1OC	i	0.5%	.	.	.	0.4	1317	.	.	-46.1%	0.25	-0.178	0.322	-0.804	.	.	-0.06	1033
Cc1ccc(S(=O)(=O)CCC(=O)OCC(=O)c2c[nH]c3ccccc23)cc1	i	2.6%	4.3	2.0	7.9	-2.5	574	-5.2	-4.9	10.3%	0.897	-0.214	0.556	-0.973	i	-1.6	0.54	1212
CCCNC(=O)CS(=O)(=O)Cc1nc(-c2cccc(OC)c2)oc1C	i	-1.4%	7.2	2.2	6.5	-4.0	1168	4.4	4.9	9.9%	-0.992	-0.256	-0.534	0.319	.	.	0.4	1904
Cn1c(=O)c2c(ncn2CC(O)CNc2cccc(Cl)c2)n(C)c1=O (stereo not drawn)	i	-1.6%	1.4	1.0	4.5	-0.7	983	-4.4	11.1	2.6%	-0.57	-0.0392	-0.312	-0.0945	i	-2.3	-1.41	1473
Nn1cnnc1SC1CCCCC1NS(=O)(=O)c1ccccc1 (stereo not drawn)	i	-1.0%	2.5	1.8	4.3	.	.	0.4	5.5	-8.5%	-0.793	-0.314	-0.449	0.909	i	-2.8	0.56	1190
COc1ccc(NC(=O)CN2CCN(c3ccccc3Cl)CC2)cc1	i	0.5%	5.4	3.1	8.1	-1.1	1148	-14.7	-3.7	10.2%	-0.257	-0.241	-0.156	0.593	i	25.4	-0.68	1263
Cc1ccc(O)c(N=Cc2cccs2)c1	i	8.3%	1.3	2.4	9.1	11.8	522	21.3	13.6	10.1%	0.469	-0.233	0.257	-0.334	i	7.2	-0.03	1255

Compound activity as filed in PubChem.
